# BCLXL inh – blocks human Bcl-xL binding to Bim BH3 peptide; AID 2129; hit rate 0.7% among 320,000; Q07817; GST-Bcl-xL / FITC-Bim BH3 peptide fluorescence polarization; inhibition, % at 10.9 µM;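 active = inhibition above the mean of all tested compounds plus 3 SD, cutoff set per campaign, cut at about 30% in these data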;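 note: 0% = DMSO wells and 100% = unlabeled Bim-BH3 peptide competitor; inhibitors lower millipolarization by displacing the labeled peptide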
# Target sequence (Q07817 whole entry, looked up): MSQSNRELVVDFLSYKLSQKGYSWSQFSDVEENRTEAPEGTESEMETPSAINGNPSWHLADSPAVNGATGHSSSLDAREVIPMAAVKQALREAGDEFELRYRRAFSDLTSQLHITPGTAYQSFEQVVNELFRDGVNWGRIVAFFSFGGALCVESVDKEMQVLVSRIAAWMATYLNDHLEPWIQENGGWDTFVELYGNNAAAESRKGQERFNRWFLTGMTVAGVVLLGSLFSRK
# GLD-1 RNA inh – GLD-1-TGE RNA interaction inhibition (C. elegans). purified GLD-1 + fluorescein TGE RNA, fluorescence polarization. inhibition, % at 5.96 µM. hit rate 0.44% among 320,000;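 active = percent inhibition above a per-plate cutoff, the plate mean of test compounds plus 3 SD, cut at about 30% in these data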;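 note: 0% = DMSO wells with GLD-1 and probe and 100% = wells lacking GLD-1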
# Target sequence (Q17339 whole entry, looked up): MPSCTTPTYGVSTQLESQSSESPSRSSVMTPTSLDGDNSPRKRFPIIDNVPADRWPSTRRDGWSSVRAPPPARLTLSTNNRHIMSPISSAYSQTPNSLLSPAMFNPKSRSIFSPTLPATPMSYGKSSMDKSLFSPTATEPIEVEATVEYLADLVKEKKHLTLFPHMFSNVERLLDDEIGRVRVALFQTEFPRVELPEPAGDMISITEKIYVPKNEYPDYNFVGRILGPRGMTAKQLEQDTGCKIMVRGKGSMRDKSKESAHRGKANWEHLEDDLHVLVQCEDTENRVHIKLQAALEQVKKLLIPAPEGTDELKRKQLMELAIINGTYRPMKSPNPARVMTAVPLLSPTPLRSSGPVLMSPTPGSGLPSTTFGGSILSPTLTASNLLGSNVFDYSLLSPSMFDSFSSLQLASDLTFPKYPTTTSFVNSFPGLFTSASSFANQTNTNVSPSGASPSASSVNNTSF
# EBNA-1 inh – blocks EBNA-1 binding to DNA; EBNA-1 DNA binding, fluorescence polarization; inhibition, % at 14.8 µM; hit rate 0.34% among 300,000; in the data active = inhibition above about 28%
# Yeast superoxide – yeast age-related superoxide inhibition as caloric restriction mimetic; S. cerevisiae aged cells, superoxide DHE fluorescence; hits give low values; superoxide response (% of plate mean), % at 10 µM; hit rate 0.18% among 330,000; AID 2690;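 active = superoxide response under a set limit, about three screen SD below normal, cut at about 65% in these data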;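 note: yeast aged for seven days with compound at 30 °C before DHE staining; 100% = average MFI of all compound-treated wells on the plate with controls excluded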
# MCL1 BIM primary – MCL1-BIM-BH3 interaction inhibition (human) | Q07820 | GST-MCL1 / FITC-Bim-BH3 fluorescence polarization | inhibition, % at 10.9 µM | hit rate 0.68% among 320,000 | AID 2057;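 active = inhibition above the mean inhibition of all tested compounds plus 3 SD, set per campaign, cut at about 40% in these data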;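 note: 0% = DMSO wells and 100% = unlabeled Bim-BH3 peptide control; higher means more loss of mP so more displacement of Bim peptide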
# Target sequence (Q07820 whole entry, looked up): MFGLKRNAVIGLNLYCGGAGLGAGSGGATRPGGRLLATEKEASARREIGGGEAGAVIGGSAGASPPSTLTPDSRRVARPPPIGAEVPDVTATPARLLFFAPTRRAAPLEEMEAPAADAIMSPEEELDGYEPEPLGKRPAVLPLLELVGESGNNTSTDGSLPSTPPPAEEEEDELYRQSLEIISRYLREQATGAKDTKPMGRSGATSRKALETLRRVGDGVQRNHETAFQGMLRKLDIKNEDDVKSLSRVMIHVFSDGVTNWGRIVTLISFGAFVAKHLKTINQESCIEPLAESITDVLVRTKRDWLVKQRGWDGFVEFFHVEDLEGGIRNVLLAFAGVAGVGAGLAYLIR
# Efflux pump inh – blocks antifungal efflux pumps in multiplex yeast assay. S. cerevisiae Candida pump triplex, Nile Red efflux. inhibition, % at 10 µM. hit rate 0.44% among 330,000;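 active = plate passing quality check with inhibition over a set limit, or well fluorescence over plate mean plus 4 SD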;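 note: Nile Red retained in pooled yeast measured as flow cytometry median fluorescence; 0% = buffer negative control and 100% = Enniatin B positive control; higher means more Nile Red kept so more efflux inhibition; some compounds called inactive have numbers as strong as hits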
# MEX-5 binding – C. elegans MEX-5 TCR-2 RNA binding activity | Q9XUB2 | MEX-5/FITC-TCR2 RNA binding, fluorescence polarization; hits give low values | activity score (negative = inhibition of binding), % at 10 µM | hit rate 0.38% among 300,000;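 active = inhibition past about -25% in most replicates, and total fluorescence under double the plate's negative control median, limit read from the data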;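 note: 0% = DMSO and -100% = 5 µM competing unlabeled TCR2 RNA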
# Fam108B inh – Fam108B inhibition, counter-screen for RBBP9 inhibitors; recombinant Fam108B, FP-Rh probe fluorescence polarization; AID 1947; inhibition, % at 9.51 µM; hit rate 0.33% among 300,000;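 active = inhibition above the screen mean inhibition plus 3 SD, computed separately per campaign, cut at about 18% in these data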;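 note: inhibitors lower polarization as less probe binds the enzyme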
# ZTA DNA inh – counter-screen for EBNA-1 inhibitors: inhibitors of Epstein-Barr virus ZTA | hit rate 0.15% among 320,000 | AID 2234 | P03206 | inhibition, % at 11 µM | ZTA-DNA binding, fluorescence polarization; in the data active = inhibition above about 33%
# * = called active by the depositor; · = no result given; + = active, no number.
SMILES,BCLXL inh,GLD-1 RNA inh,EBNA-1 inh,Yeast superoxide,MCL1 BIM primary,Efflux pump inh,MEX-5 binding,Fam108B inh,ZTA DNA inh
CC(C)(C)Nc1nc(Cl)nc(NCc2ccccc2)n1,1.2,-1.4,-3.8,80.8,3.1,-0.1,-2.0,2.9,-6.2
COC(=O)[C@]1(CC(C)C)N[C@H](c2ccc(-c3ccc(Cl)c(Cl)c3)cc2)[C@@H]2C(=O)N(C)C(=O)[C@@H]21,4.5,3.6,-3.9,98.8,5.6,0.3,-0.9,-3.4,-13.8
CCOc1ccccc1C(=O)N1CCN=C1SCc1cccnc1,-0.2,-0.8,-0.7,94.1,-2.6,0.2,1.6,3.9,13.4
CC(C)Cc1csc(NC(=O)C(C)C)c1C(=O)O,1.5,7.6,1.4,113.6,-0.4,-0.1,1.0,1.0,-23.7
COc1ccc(OC)c(NC(=O)CCOc2cccc(C)c2)c1,-2.6,-0.2,9.2,107.7,-12.9,0.0,1.0,-1.4,3.6
COc1ccc(N(CC(=O)NC2CCCC2)S(=O)(=O)c2ccc(NC(C)=O)cc2)cc1,-4.7,-9.7,-0.6,115.8,-1.8,0.0,-2.7,-2.4,9.1
Cn1c2ccccc2n2c(=O)cc(-c3ccccc3)c(C#N)c12,6.3,-0.6,-8.5,109.2,7.0,0.5,2.8,-2.2,16.2
CCCC1CC(C)(c2csc(Nc3ccc(OCC)cc3)n2)OC1=O (centres undefined),3.9,12.3,3.2,98.8,1.9,0.0,-3.8,3.1,5.5
Cc1cc(C(=O)Cn2nnc3ccccc3c2=O)c(C)n1Cc1cccs1,4.5,4.1,3.5,89.2,-3.5,0.0,-0.6,3.4,-7.6
COc1ccc(CN2[C@@H](CC(C)=O)c3cc(C(F)(F)F)ccc3S2(=O)=O)cc1,2.5,5.4,-18.3,·,3.0,·,1.1,2.3,7.2
CC(=O)c1c(C)[nH]c(C(=O)NCc2ccccc2F)c1C,-0.7,2.6,-13.6,84.6,-6.9,0.4,-1.0,-1.9,-4.0
COc1cc(NC(=O)COC(=O)c2cc(S(=O)(=O)N3CCCCC3)ccc2Cl)c(C)cc1[N+](=O)[O-],3.8,-0.3,11.4,91.0,-0.1,-0.3,1.6,-9.8,7.0
Cc1cccc(-n2ccnc2SCC(=O)Nc2nccs2)c1C,2.2,-0.9,-5.9,81.9,-3.2,-0.1,·,8.6,-10.5
CN(C)c1ccc(NC(=O)c2ccc3c(c2)nnn3C)cc1,-2.0,3.8,10.2,97.2,-0.1,-0.6,-0.6,0.9,8.5
CCN1CCN(C(C(=O)NC2CCCC2)c2cc3c(cc2[N+](=O)[O-])OCO3)CC1 (centres undefined),9.8,-6.3,7.4,83.0,14.5,0.1,-5.9,-1.2,-4.2
Cc1ccc2nc(C)cc(C(=O)OCC(=O)Nc3c(C)n(C)n(-c4ccccc4)c3=O)c2c1,-1.6,3.1,13.6,100.3,0.5,0.0,-2.3,1.8,15.1
O=C(CN(Cc1ccc(F)cc1)C(=O)CCC(=O)Nc1ccccn1)NCCc1ccccc1,1.4,-0.5,3.5,104.3,3.0,0.0,0.2,-6.4,6.6
O=C(NCc1ccc2c(c1)OCO2)c1ccc(COc2cc(Cl)ccc2Cl)o1,2.6,5.4,-1.0,119.8,4.0,0.0,-1.0,-11.5,5.9
O=C(NCC1COc2ccccc2O1)c1ccccc1 (centres undefined),0.4,5.3,-9.4,97.8,3.2,0.2,1.8,5.6,-3.3
CCc1cc(=O)oc2cc(OCC(=O)N3CCCc4ccccc43)ccc12,4.3,-0.2,12.4,96.3,-0.2,0.0,2.6,1.8,9.3

# Laid out differently: results already given.
SMILES | BCLXL inh | GLD-1 RNA inh | EBNA-1 inh | Yeast superoxide | MCL1 BIM primary | Efflux pump inh | MEX-5 binding | Fam108B inh | ZTA DNA inh
O=C(NCc1ccc2c(c1)OCO2)c1ccc(COc2cc(Cl)ccc2Cl)o1 | 2.6 | 5.4 | -1.0 | 119.8 | 4.0 | 0.0 | -1.0 | -11.5 | 5.9
CCN1CCN(C(C(=O)NC2CCCC2)c2cc3c(cc2[N+](=O)[O-])OCO3)CC1 (centres undefined) | 9.8 | -6.3 | 7.4 | 83.0 | 14.5 | 0.1 | -5.9 | -1.2 | -4.2
COc1cc(NC(=O)COC(=O)c2cc(S(=O)(=O)N3CCCCC3)ccc2Cl)c(C)cc1[N+](=O)[O-] | 3.8 | -0.3 | 11.4 | 91.0 | -0.1 | -0.3 | 1.6 | -9.8 | 7.0
CC(=O)c1c(C)[nH]c(C(=O)NCc2ccccc2F)c1C | -0.7 | 2.6 | -13.6 | 84.6 | -6.9 | 0.4 | -1.0 | -1.9 | -4.0
CN(C)c1ccc(NC(=O)c2ccc3c(c2)nnn3C)cc1 | -2.0 | 3.8 | 10.2 | 97.2 | -0.1 | -0.6 | -0.6 | 0.9 | 8.5

# (cont.)
SMILES,BCLXL inh,GLD-1 RNA inh,EBNA-1 inh,Yeast superoxide,MCL1 BIM primary,Efflux pump inh,MEX-5 binding,Fam108B inh,ZTA DNA inh
Cc1ccc(S(=O)(=O)N(C)C)cc1NC(=O)CN1C(=O)NC2(CCCCCC2)C1=O,4.0,3.7,7.1,102.1,-1.8,-0.1,-0.8,-3.0,6.2
COCCCNC(=S)Nc1ccc2nc(N3CCOCC3)cc(C)c2c1,-2.1,-0.7,-7.4,103.8,0.7,-0.1,1.1,5.1,1.8
CC(C)[C@H](NC(N)=O)C(=O)Nc1ccc(Oc2ccccc2)cc1,-7.1,2.5,-0.9,96.8,-13.0,-0.1,-1.5,0.6,-3.8
c1ccc(CCOn2ccnc2)cc1,0.1,0.9,4.2,112.4,-5.2,-0.3,1.1,0.2,10.8
CS(=O)(=O)c1sc(C#N)c2c1C(=O)CC(c1ccccc1)C2 (centres undefined),-6.1,-6.0,5.3,114.5,-3.4,-0.2,1.3,-10.8,5.7
O=S1(=O)CCOCCN1Cc1ccccc1,11.6,-2.4,4.8,100.1,3.0,-0.2,2.5,-2.1,-5.2
COc1cc(OC)cc(-c2nc3ccccc3c(=O)n2OC(=O)c2ccccc2C)c1,5.0,1.1,5.2,109.0,0.2,0.1,2.2,-6.9,6.0
CC(=O)Oc1ccc2c(c1)Oc1cc(OC(C)=O)ccc1C21OC(=O)c2ccccc21,180.9*,142.1*,-1.9,146.6,+,1.0,·,106.9*,-6.2
CCCCCC(=O)NC(CC(=O)OC)c1ccc2c(c1)OCO2 (centres undefined),5.0,-4.6,3.9,103.9,5.0,-0.1,0.2,4.6,4.4
CCOC(=O)c1sc(NC(=O)c2cc3n(n2)C(C(F)(F)F)CC(c2ccccc2)N3)c(C(=O)OCC)c1C (centres undefined),-0.3,7.3,0.0,94.7,2.5,0.1,-0.3,7.5,6.2
CCn1c(=O)n(CC)c2cc(N3CCCC3)c(NC(=O)c3ccccc3OC)cc21,8.5,5.7,3.2,96.8,4.4,-0.1,-1.9,5.2,-4.5
Cc1ccc(C)c(SCC(=O)OCC(=O)c2ccco2)c1,9.4,1.6,-7.2,115.2,26.5,0.1,0.9,0.4,5.0
O=C(NCCC1=CCCCC1)C(=O)NCC(c1ccco1)N1CCN(c2ccccc2)CC1 (centres undefined),8.8,1.3,0.5,109.4,3.0,-0.3,0.2,-1.1,2.3
COc1cc2c(cc1O)C(Cc1ccc(O)cc1)[N+](C)([O-])CC2 (centres undefined),4.1,0.4,3.5,96.1,4.2,-0.1,-1.0,3.7,0.3
CC(C)(C)NC(=O)NC(=O)COC(=O)c1cccc(F)c1,0.8,2.1,-5.1,85.2,2.8,0.4,1.4,-3.3,-6.2
O=C(CCCc1ccccc1)N1CCN(C2CCCCC2)CC1,3.1,3.3,3.6,102.7,4.3,-0.1,1.7,-1.5,-2.7
CC1CCCCN1S(=O)(=O)c1ccc(S(=O)(=O)N(Cc2ccccc2)Cc2ccco2)cc1 (centres undefined),0.3,10.3,-2.8,95.7,-4.8,0.0,1.6,-3.4,5.9
COc1cccc(CN(C)CC(=O)NCc2ccc(C)cc2)c1,3.2,8.7,7.8,102.9,3.0,-0.1,-1.4,-7.9,6.2
CCn1c(SCC(=O)NCc2ccc3c(c2)OCO3)nnc1-c1c[nH]c2ccccc12,4.4,4.2,-11.5,92.2,-2.2,0.0,1.4,-0.8,4.4
O=C(Nc1cccc(C(=O)O)c1)/C(=C/c1ccc([N+](=O)[O-])cc1)NC(=O)c1ccccc1,3.6,1.8,-1.8,80.0,3.1,0.0,1.5,-3.5,8.4

# Retrieved by compound from above, 2 records:
SMILES,BCLXL inh,GLD-1 RNA inh,EBNA-1 inh,Yeast superoxide,MCL1 BIM primary,Efflux pump inh,MEX-5 binding,Fam108B inh,ZTA DNA inh
Cc1ccc(C)c(SCC(=O)OCC(=O)c2ccco2)c1,9.4,1.6,-7.2,115.2,26.5,0.1,0.9,0.4,5.0
COc1cccc(CN(C)CC(=O)NCc2ccc(C)cc2)c1,3.2,8.7,7.8,102.9,3.0,-0.1,-1.4,-7.9,6.2

# Next compounds.
SMILES,BCLXL inh,GLD-1 RNA inh,EBNA-1 inh,Yeast superoxide,MCL1 BIM primary,Efflux pump inh,MEX-5 binding,Fam108B inh,ZTA DNA inh
CC(=O)N(\C=C/C=C/C=C1\Sc2ccccc2C1=O)c1ccccc1,-38.8,-25.1,5.2,106.0,-80.0,5.7*,4.9,-7.4,-25.1
O=C(CSc1nnnn1C1CCCCC1)N1CCN(C(=O)c2ccco2)CC1,7.6,-2.5,-11.0,111.6,7.5,0.0,-0.8,1.6,-15.7
COc1cccc(C2NC(=O)N(CCCC(=O)O)C(C)=C2C(=O)OCc2ccccc2)c1 (centres undefined),4.2,-3.3,2.9,86.7,10.6,-0.2,-3.6,-0.2,-0.4
O=C(CSc1nnc(-c2ccco2)n1-c1ccccc1)NCC1CCCO1 (centres undefined),-0.3,-4.4,-8.2,103.5,-3.1,-0.1,-0.7,3.3,-14.4
CC(CC(=O)Nc1nc2ccccc2[nH]1)c1ccccc1 (centres undefined),3.5,2.6,7.4,103.4,4.3,-0.1,1.6,3.0,-7.8
CCCc1ccc(-c2ccc(/C=C/C(=O)O)cc2)nc1,6.7,9.7,-3.5,93.3,4.6,-0.1,0.9,1.1,8.0
COc1ccc(CNc2oc(C)nc2C#N)cc1,2.5,2.2,-0.9,116.8,-5.5,0.1,0.4,-1.1,4.9
CC(=O)N1CCN(c2ccccc2NC(=O)c2ccco2)CC1,1.3,4.7,3.6,99.6,-2.4,0.0,0.8,5.1,-2.7
COc1ccc(Cl)cc1N=Cc1c(O)c2ccccc2oc1=O,-3.2,-5.3,-0.1,103.6,-0.8,0.3,-4.0,-0.6,-4.2

# Ordered by the number under MEX-5 binding (ascending): 4 from the list above.
molecule	BCLXL inh	GLD-1 RNA inh	EBNA-1 inh	MCL1 BIM primary	Efflux pump inh	MEX-5 binding
COc1ccc(Cl)cc1N=Cc1c(O)c2ccccc2oc1=O	-3.2	-5.3	-0.1	-0.8	0.3	-4.0
COc1ccc(CNc2oc(C)nc2C#N)cc1	2.5	2.2	-0.9	-5.5	0.1	0.4
CC(=O)N1CCN(c2ccccc2NC(=O)c2ccco2)CC1	1.3	4.7	3.6	-2.4	0.0	0.8
CC(=O)N(\C=C/C=C/C=C1\Sc2ccccc2C1=O)c1ccccc1	-38.8	-25.1	5.2	-80.0	5.7*	4.9

# Bioassay records (PubChem)
